From PubChem
Glyco luc inh: increase of ERlucT glycosylation luciferase signal, primary screen, N-linked glycosylation inhibitor project, D54 ERlucT cells, luminescence, set 2. reporter increase, % at 12.5 µM. D54 ERlucT glycosylation luciferase reporter, 24 h; percent of 100 nM tunicamycin response. AID 588692, 2011. 0.23% of 360,000 active;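 active = mean luciferase reporter signal, scaled so untreated is 0 and the glycosylation-blocking control 100, at or above a set limit in every replicate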;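 note: luciferase carries N-glycosylation sites so blocking glycosylation raises the light; 0% = median of neutral control wells and 100% = median of 100 nM tunicamycin wells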
PDI turbidity: inhibitors of human PDI, primary screen, biochemical, turbidity, single point, plate reader; PDI insulin aggregation turbidity, A650, 90 min; inhibition, % at 10 µM; 0.052% of 350,000 active;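 active = mean inhibition across replicates of 30% or more, whatever share of single replicates reach that level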;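 note: absorbance from insulin aggregation driven by PDI reduction with DTT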
Target sequence (P07237 whole entry, looked up): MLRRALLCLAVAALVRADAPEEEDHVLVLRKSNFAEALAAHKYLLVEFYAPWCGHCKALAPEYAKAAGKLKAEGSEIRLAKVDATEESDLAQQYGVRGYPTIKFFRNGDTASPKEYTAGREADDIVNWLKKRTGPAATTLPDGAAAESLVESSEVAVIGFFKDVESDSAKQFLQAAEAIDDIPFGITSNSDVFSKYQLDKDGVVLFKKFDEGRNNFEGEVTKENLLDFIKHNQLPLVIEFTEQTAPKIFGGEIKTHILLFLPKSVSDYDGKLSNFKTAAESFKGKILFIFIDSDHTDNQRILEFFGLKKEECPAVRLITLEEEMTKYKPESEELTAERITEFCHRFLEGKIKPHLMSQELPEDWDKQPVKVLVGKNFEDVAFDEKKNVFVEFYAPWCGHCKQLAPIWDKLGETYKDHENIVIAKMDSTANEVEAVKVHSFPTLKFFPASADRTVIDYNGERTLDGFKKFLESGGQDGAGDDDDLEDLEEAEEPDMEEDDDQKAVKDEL
MC4R antagonist: MC4R antagonists of cAMP signaling, primary screen, cell-based, TR-FRET, antagonist arm of biased-ligand search. inhibition, % at 6.5 µM. AID 540295, 2011. MC4R-expressing cells, MTII-stimulated cAMP, LANCE TR-FRET. 0.48% of 360,000 active;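 active = inhibition above its plate's cutoff, the mean of tested wells on that plate plus 3 SD, cut at about 29% in these data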;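 note: 0% = Melanotan II alone and 100% = Melanotan II plus saturating MCL0020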
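Assay system: U2OS-MC4R stable cell line; Also added: Melanotan II; Technique: Eu-cAMP/anti-cAMP TR-FRET, emission 671 nm; Times: 30-min compound, 1-h challenge, 1-h detection, room temperature.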
ABCB6 inh 2: ABCB6 transporter inhibitors, primary screen, K562-ABCB6 cells, flow cytometry, MLPCN library | ATP-binding cassette sub-family B member 6 (Homo sapiens), Q9NP58 | K562-ABCB6 porphyrin accumulation, 1 h; active compounds read low | fluorescence ratio to DMSO, % at 10 µM | 0.19% of 360,000 active | AID 602162, 2011;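 active = fluorescence ratio to DMSO below 75%, the collection mean minus 3 SD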;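 note: signal is porphyrin accumulated inside mitochondria; 100% equals median channel fluorescence of DMSO control wells; lower ratio means ABCB6 inhibition with less porphyrin fluorescence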
CaV13 FRET inh: Primary screen for inhibitors of IQ motif and Ca2+-dependent inactivation inhibitor domain binding in CACNA1D, Förster resonance energy transfer in living cells, …. HEK cells, CFP/YFP FRET ICDI-IQ, plate reader, 10 min; percent FRET-ratio fall versus neutral wells. AID 743397. 0.098% of 340,000 active. inhibition, % at 12.3 µM;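 active = mean replicate inhibition of at least 30% and at least 1% of replicates passing that level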;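 note: 0% = median of the neutral control wells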
Cardio protect: cardioprotection against H2O2-induced cell death, primary screen, uHTS, H9c2 cells, ATPLite luminescence; H9c2 cardiomyocytes, H2O2 injury protection, 2 h; 0.63% of 360,000 active; protection from H2O2 cell death, % at 20 µM;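 active = compounds giving at least 50% protection of heart cells from peroxide-induced death in the single-dose screen, raw or plate-pattern-corrected value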;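 note: 0% = DMSO wells with peroxide and 100% = DMSO wells without peroxide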
MC4R ag barr: MC4R agonists recruiting beta-arrestin, primary screen, cell-based, luminescence, agonist arm of biased-ligand search | Melanocortin receptor 4 (Homo sapiens), P32245 | U2OS MC4R beta-arrestin complementation; percent of melanotan II response, DMSO zero | activation, % at 8.9 µM | 0.98% of 360,000 active | AID 540308, 2011;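 active = activation above a per-plate cutoff, the mean activation of sample wells on that plate plus 3 SD, cut at about 8% in these data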
HTR2A ag: mouse Htr2a agonists via beta-arrestin recruitment, primary screen, cell-based, luminescence; CHO-K1 mHTR2A beta-arrestin complementation; percent of 30 µM serotonin response; 5-hydroxytryptamine receptor 2A (Mus musculus), P35363; activation, % at 7.6 µM; 0.66% of 360,000 active;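 active = activation above a run cutoff, the mean activation of all tested compounds plus 3 SD, cut at about 14% in these data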;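 note: 0% = plate median of compound wells and 100% = 30 µM serotonin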
Target sequence (P35363 whole entry, looked up): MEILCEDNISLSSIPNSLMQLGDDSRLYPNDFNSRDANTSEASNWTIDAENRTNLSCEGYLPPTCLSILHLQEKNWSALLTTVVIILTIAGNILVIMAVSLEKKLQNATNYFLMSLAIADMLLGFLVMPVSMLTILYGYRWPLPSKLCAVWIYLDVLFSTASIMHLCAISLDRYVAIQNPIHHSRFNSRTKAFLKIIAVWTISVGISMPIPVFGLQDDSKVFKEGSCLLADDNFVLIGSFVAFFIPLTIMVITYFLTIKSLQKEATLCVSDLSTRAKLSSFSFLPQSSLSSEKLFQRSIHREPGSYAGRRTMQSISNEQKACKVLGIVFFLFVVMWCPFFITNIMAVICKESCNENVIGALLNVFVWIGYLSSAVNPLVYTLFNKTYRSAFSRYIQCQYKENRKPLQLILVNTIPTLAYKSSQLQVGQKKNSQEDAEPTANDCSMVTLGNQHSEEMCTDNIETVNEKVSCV
aDG glyco up: activators of alpha-DG glycosylation, primary screen, uHTS, Pro5-aDG cells, AlphaScreen; alpha-DG glycosylation AlphaScreen (IIH6); 0% Pro5, 100% B10-LARGE cell signal; activation, % at 10 µM; 0.22% of 360,000 active;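 active = activation of at least 8% versus controls, or a plate z-score of at least 8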;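 note: Pro5 are CHO cells carrying HIG-tagged alpha-DG that lacks glycosylation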
Vif imaging: HIV Vif self-association inhibitors, primary screen, imaging, HEK293T, single point. HEK293T cells, Vif self-association by quenched fluorescence, 24 h. inhibition, % at 7.49 µM. 0.35% of 340,000 active; in the data active = inhibition above about 50%, passing the limit was not always enough; note: some results filed as inactive read as strong as hits
Numbers without * were called inactive; . = no result given.

SMILES	Glyco luc inh	PDI turbidity	MC4R antagonist	ABCB6 inh 2	CaV13 FRET inh	Cardio protect	MC4R ag barr	HTR2A ag	aDG glyco up	Vif imaging
Cc1ccc(-c2nc(=S)c3c(n2Cc2ccco2)CCCC3)cc1	8	-5	14	112	-6	2	-1.9	-2	-0.3	-31
CCN(C(=O)COc1cc(OC)ccc1C(C)=O)C1CCS(=O)(=O)C1 (centres undefined)	0	1	7	103	-8	-4	0.2	5	-0.2	-2
COc1ccc(-c2csc(NC(=S)NC(=O)c3ccccc3)n2)cc1Br	2	-6	9	90	-5	2	-1.5	2	-0.1	11
Cn1nccc1NC(=O)Nc1cccc(Cl)c1Cl	3	-3	3	97	-20	-10	-0.5	6	-0.1	-2
CC[C@@]1(C(=O)OC)N[C@H](CN(C)C(=O)C2CCCCC2)[C@@H]2C(=O)N(C)C(=O)[C@@H]21	1	0	-1	106	-5	-7	-0.1	1	0.4	-2
Cc1cccc2c1ncc1c(=O)n(-c3ccccc3)[nH]c12	-1	9	-8	94	-4	-5	-0.5	-1	-0.3	-13
COc1ccc(CCNC(=O)CSc2nc(-c3ccco3)cc(C(F)(F)F)n2)cc1OC	-2	12	6	100	-7	-1	1.6	1	0.4	-5
COc1ccc(CN(C)Cc2nc3scc(-c4ccccc4)c3c(=O)[nH]2)cc1OC	3	-2	0	95	-3	-9	-2.9	-2	-0.1	-6
CCOC(=O)C1=C[C@@H](C2CCCC2)N(S(=O)(=O)c2ccc([N+](=O)[O-])cc2)[C@H]1c1ccccc1	-11	.	.	96	-5	-7	.	-2	0.4	.
Cc1ccccc1-n1nnnc1SCC(=O)NNC(=O)c1ccc(NC(=O)CC#N)cc1	0	-8	6	97	-7	-1	0.7	-4	-0.1	0
Cc1ccc(C(=O)Nc2nncs2)cc1S(=O)(=O)N1CCOCC1	1	4	9	109	-5	8	-2.6	-3	-0.2	19
CCn1cc(CN2CCCC(C(=O)c3ccc(-c4ccccc4)c(F)c3)C2)cn1 (centres undefined)	-3	-3	12	96	1	-10	-1.4	-8	0.2	-2
Nc1nc(SCc2ccc3c(c2)OCCO3)n[nH]1	2	-4	16	115	-2	3	-1.1	2	0.0	12
COc1ccc(C)cc1N(C(=O)Cn1nnc(-c2ccc(C)o2)n1)C(C(=O)NC1CCCC1)c1ccncc1 (centres undefined)	-1	0	13	95	-5	10	-0.3	-2	0.1	5
O=C(NCCCn1ccnc1)c1ccc(Cl)c(Cl)c1	2	3	-1	99	-17	2	-0.5	3	-0.2	-4
CC(SCCc1ccccn1)C(=O)O (centres undefined)	3	-3	1	96	-4	-2	-3.0	3	-0.1	-12
CCOc1ccc(N2C(=O)CC(Sc3nccc(C)n3)C2=O)cc1 (centres undefined)	2	6	-3	86	.	2	-2.2	0	0.2	0
CCc1nc2ccc(C(=O)N3CCCCC3)cn2c1N(CCC(C)C)CCN(C)C	2	-2	0	98	-6	6	-0.5	-2	-0.1	24
CCCCOC(=O)C1[C@H]2C(=O)N(c3ccccc3CC)C[C@]23C=C[C@H]1O3 (some centres undefined)	0	-3	3	97	-6	5	-1.3	-1	0.1	4
COc1ccc(C(C(=O)NC2CCCC2)N(C(=O)c2snc(-c3ccc(F)cc3)c2N)c2ccccc2)cc1 (centres undefined)	2	0	12	95	-4	22	-0.3	1	-0.3	-3
O=S(=O)(Nc1c(O)ccc2ccccc12)c1ccccc1	6	-1	2	126	-5	-9	-1.1	3	1.0	0
COc1ccc(NC(=O)Nc2ccc3c(c2)C(=O)N([C@H](C)CO)C[C@H](C)[C@@H](CN(C)S(=O)(=O)c2ccc(OC)cc2)O3)cc1	-2	10	-1	96	-2	15	-0.9	6	-0.1	5
CCOC(=O)c1c(C)[nH]c(C(=O)COC(=O)CNC(=O)C2CCCCC2)c1C	1	7	10	82	-4	-4	-2.2	1	-0.1	4
O=C(O)CCC(=O)Nc1ccccc1C(=O)Nc1ccccc1	5	-3	0	96	-5	-2	-1.4	1	2.3	.
COCCCNC(=O)C1C2C=CC3(CN(Cc4ccc(C)cc4)C(=O)C13)O2 (centres undefined)	0	-1	15	100	-8	8	0.3	1	-0.1	6
O=[N+]([O-])c1ccc2nc(-c3ccccc3[N+](=O)[O-])[nH]c2c1	0	-8	-4	102	-17	-8	-0.3	0	0.1	5
C=CCc1c(C)nc(C)nc1N/N=C/c1ccc([N+](=O)[O-])cc1	0	-3	8	106	-5	2	-1.5	0	0.0	3
Cc1noc(NS(=O)(=O)c2ccc(NC(=O)Nc3ccc(Cl)c(Cl)c3)cc2)c1C	-1	-22	-5	105	-5	-2	0.6	-3	0.1	1
Cc1cc(=O)nc2c3ccccc3n(CC(=O)NCCCN3CCCC3=O)n12	0	3	0	100	-7	-2	-1.5	-1	0.0	6
Cc1cc(C(=O)OC(C(=O)Nc2cccc(C(F)(F)F)c2)c2ccccc2)c(C)o1 (centres undefined)	-4	-3	-3	93	-5	-10	-0.3	-1	0.4	-4
CN(C)c1cccc(C(=O)OCc2cc(=O)oc3cc(O)ccc23)c1	-2	11	2	102	-4	21	2.0	1	-0.1	-9
CCOCc1c(C(=O)N2CCN(CC(=O)Nc3ccc(F)cc3)CC2)oc2ccccc12	5	-5	18	97	-6	-6	-2.7	5	-0.1	-8
COc1cc(C)nc(NC(=O)NC(=O)c2ccc(C(F)(F)F)cc2)n1	-1	0	-2	101	-3	1	-1.3	2	0.0	1
CCOC(=O)CC(C#N)c1c[nH]c2ccccc12 (centres undefined)	2	4	-2	96	-5	-7	0.8	4	-0.2	-2
CC(Sc1ncnc2ccccc12)C(=O)Nc1ccc2c(c1)OCCO2 (centres undefined)	-5	8	4	92	-14	-16	0.2	11	1.9	-9
CCOc1ccc(CN(C)c2ccc(S(=O)(=O)N3CCN(C)CC3)cc2[N+](=O)[O-])cc1OC	-6	0	-1	98	.	-22	-1.1	-6	2.3	-2
CC(C)(C)c1ccc(CN(Cc2ccccc2)C(c2ccccn2)c2nnnn2C(C)(C)C)cc1 (centres undefined)	-14	-9	12	83	-4	-13	-1.6	-6	0.4	-9
COc1ccc(NC(=O)CSc2nn3c(=O)c(C)nnc3s2)cc1	-1	-4	-1	98	.	3	-4.7	-3	-0.1	-7
Cc1ccc(S(=O)(=O)NCC(=O)OCc2cc(=O)oc3cc(C)ccc23)cc1	0	4	23	98	-3	-10	2.1	12	-0.3	-17
O=[N+]([O-])c1ccc(N=NNc2ccc([N+](=O)[O-])cc2)cc1	-5	-6	12	95	-3	-2	-4.2	-2	0.1	8
CCOc1ccc(N2C(=O)C(CC(=O)Nc3ccccc3)N(Cc3ccccn3)C2=S)cc1 (centres undefined)	8	5	7	99	0	-9	0.6	0	-0.1	0
Cc1ccc(/C=C/S(=O)(=O)Nc2ccc(C)cc2)cc1	0	-4	11	98	-3	-3	-0.9	2	-0.3	-1
O=C(NNC(=S)Nc1ccccc1)c1cc(Br)ccc1Cl	1	13	-3	96	.	-11	-0.9	0	-0.3	-11
Cc1ccc(-n2c3c(cc(C(=O)NCCCN4CCOCC4)c2=O)C(=O)CC(C)(C)C3)cc1	2	.	2	102	-20	10	0.5	3	0.0	8
CCC(=O)N1CCN(c2ccc(NC(=O)COc3ccc(C)cc3C)cc2)CC1	-4	9	6	90	-4	2	0.4	6	0.2	22

Some of these compounds in order of their number in MC4R antagonist, largest number first.
SMILES | MC4R antagonist
CCC(=O)N1CCN(c2ccc(NC(=O)COc3ccc(C)cc3C)cc2)CC1 | 6
CCOC(=O)CC(C#N)c1c[nH]c2ccccc12 (centres undefined) | -2
O=C(NNC(=S)Nc1ccccc1)c1cc(Br)ccc1Cl | -3

Carrying on:
SMILES	Glyco luc inh	PDI turbidity	MC4R antagonist	ABCB6 inh 2	CaV13 FRET inh	Cardio protect	MC4R ag barr	HTR2A ag	aDG glyco up	Vif imaging
COc1cccc(CNC(=O)CCC2CCCN(C(=O)c3ccccc3N(C)C)C2)c1 (centres undefined)	-2	-1	5	105	-6	0	-2.0	5	0.0	-7
O=C(C[n+]1ccc(C(=O)NCc2ccccc2)cc1)c1ccc(OC(F)F)cc1	1	0	3	98	-4	0	-3.5	-2	0.0	-3
C[C@@H]1CN([C@@H](C)CO)C(=O)c2cccc(NC(=O)C3CCOCC3)c2O[C@H]1CN(C)S(=O)(=O)c1ccc(Cl)cc1	2	-14	10	94	-3	6	-0.3	-4	0.4	4
C#CCOCCOCCOCCNc1nc(N2CCN(C(=O)Cn3cc(CCO)nn3)CC2)nc(N2CCN(C(=O)[C@H](C)n3cc(CCCN=C(N)N)nn3)CC2)n1	2	-7	4	99	-9	0	-1.3	1	0.0	-4
O=C(/C=C/c1c(F)cccc1Cl)Nc1cccnc1	-9	-37	8	99	-5	-10	1.7	4	0.2	-7
Cc1ccc(C(=O)NCCNC(=O)CN2CCCC2)cc1	1	5	-5	93	-5	7	-2.6	-3	-0.2	2
Cc1ccc2oc(NC3=NC4(CCCC4)C4=C(CCCC4=O)N3)nc2c1	0	-2	6	98	-6	3	-0.3	-1	-0.1	.
Cc1oc(-c2ccoc2)nc1CN(CC1CCC(=O)N1)C(C)C (centres undefined)	3	2	-1	95	-1	4	-4.3	1	-0.2	-3
NC(=O)CSc1nnc(-c2ccncc2)o1	0	6	3	105	9	5	1.6	2	-0.4	-1
CCOCCCNc1nc2c([nH]1)c(=O)n(C)c(=O)n2C	3	11	2	118	-5	24	-1.6	-1	-0.4	-1
Nc1cccc([N+](=O)[O-])c1	1	-11	14	97	-2	-1	-3.0	1	0.3	1
Cc1ccnc(N2CCC(C(=O)Nc3ccc4c(c3)CCC4)CC2)n1	-1	-3	9	95	-4	2	-1.7	-5	0.2	-6
Cn1c(SCc2n[nH]c(=S)n2-c2ccccc2)nnc1-c1ccccc1	1	-16	3	96	-4	4	-0.4	1	-0.2	3
CCC(=O)N1CCc2cc(Br)cc(S(=O)(=O)CCC(=O)NCCc3ccccc3)c21	1	3	5	96	.	14	-1.1	-2	0.3	-2
CS(=O)(=O)Nc1ccc(C2=NN(S(C)(=O)=O)C(c3ccc4c(c3)OCO4)C2)cc1 (centres undefined)	0	-8	-5	165	-5	7	-0.6	7	-0.2	-1
O=[N+]([O-])c1cnccc1-n1nnc2ccccc21	.	.	.	100	-7	.	.	0	0.1	.
COc1cc(Cl)ccc1OC1(C)CCN(Cc2cccn2-c2nccs2)C1 (centres undefined)	2	-4	-7	97	-6	-8	-0.9	0	0.0	22
CC(C)C1C(=O)CC(c2ccccc2)NC1c1ccccc1 (centres undefined)	-4	0	8	101	0	-4	1.6	2	0.1	-3

This is a random part of the collection, and some 3.6% of all compounds hit somewhere here.
